Wee1 stabilizer = blocks degradation of human Wee1 kinase; P30291; HeLa Luc-Wee1K328M stability, luciferase luminescence; 100% = proteasome inhibitor MG132 effect; reporter increase, % at 5 µM; 1.2% of 220,000 active; AID 1321;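 active means activation above the mean of all tested compounds plus 3 SD, set per screening run, cut at about 8.8% in these data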;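 further: cells exposed to compound for 20 h before luminescence read; 0% = DMSO alone and 100% = MG132 at 30 µM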
FXIIa inh = inhibitors of human coagulation factor XIIa; inhibition, % at 5 µM; P00748; 0.3% of 220,000 active; purified FXIIa, Boc-QGR-AMC fluorogenic substrate, 2 h; in the data active means inhibition above about 40%;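 further: 0% = enzyme with no compound and 100% = blank without enzyme; many of its hits are not listed in these tables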
Hck Nef HTS = inhibitors of human Hck kinase activated by Nef; P08631; Recombinant Hck-YEEI plus Nef, Z-Lyte FRET kinase assay; inhibition, % at 20 µM; 0.68% of 220,000 active; AID 463187;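 active means Hck-Nef kinase inhibition above about 50%, limit read from the data; inactive means inhibition below that limit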;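 further: 0% = DMSO with Hck plus Nef and 100% = Hck alone without Nef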
Target sequence (P08631 whole entry, looked up): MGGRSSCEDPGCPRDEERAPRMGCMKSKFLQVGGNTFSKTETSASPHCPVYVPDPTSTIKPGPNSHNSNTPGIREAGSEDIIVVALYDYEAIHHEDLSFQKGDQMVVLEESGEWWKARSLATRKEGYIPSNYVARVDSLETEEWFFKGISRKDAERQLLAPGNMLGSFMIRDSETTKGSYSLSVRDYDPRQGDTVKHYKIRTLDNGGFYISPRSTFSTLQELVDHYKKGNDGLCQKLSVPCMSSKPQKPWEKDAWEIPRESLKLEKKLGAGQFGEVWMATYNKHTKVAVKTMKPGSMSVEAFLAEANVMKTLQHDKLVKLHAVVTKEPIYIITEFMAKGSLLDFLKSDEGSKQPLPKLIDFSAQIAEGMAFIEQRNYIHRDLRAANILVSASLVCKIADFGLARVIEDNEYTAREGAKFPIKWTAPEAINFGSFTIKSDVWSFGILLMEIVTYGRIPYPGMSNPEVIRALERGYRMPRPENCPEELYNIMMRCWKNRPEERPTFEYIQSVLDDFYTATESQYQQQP
hK5 inh = kallikrein 5 (human) inhibition | 0.59% of 210,000 active | AID 873 | recombinant hK5, fluorogenic AMC substrate cleavage | inhibition, % at 5 µM;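 active means inhibition of 40% or more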;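 further: 0% = enzyme controls without compound and 100% = no-enzyme blanks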
Target sequence (Q9Y337 67-293 limits assumed): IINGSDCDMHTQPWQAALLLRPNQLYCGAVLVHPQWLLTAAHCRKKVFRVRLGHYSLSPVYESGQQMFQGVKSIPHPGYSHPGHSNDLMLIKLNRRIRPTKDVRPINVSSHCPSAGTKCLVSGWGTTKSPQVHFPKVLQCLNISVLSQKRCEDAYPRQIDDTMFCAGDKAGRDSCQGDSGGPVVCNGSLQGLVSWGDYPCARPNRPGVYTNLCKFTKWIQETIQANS
thrombin 1536 = inhibitors of human thrombin | P00734 | AID 1046 | 0.26% of 220,000 active | alpha-thrombin, Boc-VPR-AMC fluorogenic substrate cleavage | inhibition, % at 5 µM;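 active means inhibition at or above 40%; inactive means inhibition below 40%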;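 further: 0% = enzyme with no compound and 100% = wells without enzyme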
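System: Human alpha-thrombin protein | Medium: pH 7.5 Tris (50 mM) with NaCl 150 mM, Tween 20 0.05% | Times: Enzyme reaction carried out at room temperature | Detection: AMC fluorescence, 355/460 nm | Evaluation: Percent inhibition scaled between no-compound controls and no-enzyme blanks | Benchmarks: Enzyme without compound as high, wells lacking enzyme as low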
FXIa inh 1536 = factor XIa (human) inhibition | P03951 | purified FXIa, Boc-Glu-Ala-Arg-AMC fluorogenic substrate | inhibition, % at 5 µM | 0.14% of 220,000 active | AID 798;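 active means inhibition of at least 40%; inactive means inhibition below 40%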;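 further: fluorescence of freed AMC excited at 355 nm; 0% = enzyme without compound and 100% = no enzyme blank; many of its hits are not listed in these tables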
14-3-3 Bad PPI = disrupts binding of bovine 14-3-3 zeta to phospho-Bad peptide; P63103; TR-FRET 14-3-3zeta/Dy647-pBad peptide displacement, 1 h; inhibition, % at 21.7 µM; 0.71% of 220,000 active;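 active means inhibition above about 70%, limit read from the data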;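 further: 0% = full 14-3-3 plus peptide FRET controls and 100% = background without 14-3-3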
Target sequence (P63103 whole entry, looked up): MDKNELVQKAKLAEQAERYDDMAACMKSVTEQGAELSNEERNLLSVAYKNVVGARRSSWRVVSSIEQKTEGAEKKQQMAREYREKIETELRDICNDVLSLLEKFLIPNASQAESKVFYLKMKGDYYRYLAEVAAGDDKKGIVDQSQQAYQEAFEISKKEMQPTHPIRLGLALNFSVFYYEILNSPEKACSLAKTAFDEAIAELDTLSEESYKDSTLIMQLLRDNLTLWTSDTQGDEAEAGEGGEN
Runt-CBFb FRET = Runt domain-CBFb interaction inhibition; Cerulean-Runt/Venus-CBFb FRET ratio 530/480, 1 h; inhibition, % at 20 µM; 0.46% of 220,000 active; AID 1496;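 active means inhibition over about 50% at 20 µM in the single-dose screen, limit read from the data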;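 further: 0% = DMSO wells and 100% = excess unlabeled CBFb competitor control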
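Assay system: Cerulean-tagged RUNX1 Runt domain (FRET donor) fusion protein / Amount: 100 nM each of Venus-CBFb and Cerulean-Runt domain / Medium: Tris buffer pH 7.5 with salts and BSA / Also added: Venus-CBFb 100 nM / Schedule: 1 h complex formation plus 1 h compound treatment, room temperature / Signal: FRET fluorescence / Read-out: loss of energy transfer signal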
Runt-SMMHC FRET = blocks binding of human RUNX1 Runt domain to CBFb-SMMHC. 0.74% of 220,000 active. Cerulean-Runt/Venus-CBFb-SMMHC FRET ratio 530/480, 1 h. Q01196+Q13951. inhibition, % at 20 µM;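 active means mean inhibition across duplicate retests at 20 µM reaching about 50%, limit read from the data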;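 further: 0% = DMSO wells and 100% = wells with excess untagged CBFb-SMMHC; inhibitors lower the FRET ratio by blocking Runt binding to CBFb-SMMHC; some results filed as inactive read as strong as hits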
Active calls of the source: *; · = no result given; [ ] = remark or other dose.

Screens in order: Wee1 stabilizer, FXIIa inh, Hck Nef HTS, hK5 inh, thrombin 1536, FXIa inh 1536, 14-3-3 Bad PPI, Runt-CBFb FRET, Runt-SMMHC FRET
> CC1(c2ccc3c(c2)OCO3)NC(=O)N(CC(=O)Nc2ccc(N3CCOCC3)cc2)C1=O (centres undefined)
    -0.7, 21.4, 1.3, -7.3, 5.8, 11.4, 6.6, 0.3, 2.7
> CC(C)Cn1c(/C=C/c2ccco2)nc2ccccc21
    0.4, 6.1, 2.0, -5.9, -4.4, 1.2, -1.7, -3.1, -13.8
> CCN1CCN(c2nc3ccccc3nc2C(C#N)C(=O)OC2CCCCC2)CC1 (centres undefined)
    -1.7, 12.3, 0.3, 8.1, -0.3, 1.5, 6.1[fluorescence artefact?], 17.6, 38.0
> COc1ccc(-c2cccc(C3CC=CC4C3C(=O)N(Cc3ccccc3)C4c3ccc4ccccc4c3)c2)cc1 (centres undefined)
    ·, 6.2, 22.4, 1.6, -2.3, 0.4, -1.9, -0.3, 0.5
> CS(=O)(=O)N1CCCC(C(=O)NCc2ccccn2)C1 (centres undefined)
    0.0, 17.5, 1.8, -8.8, 2.7, 1.5, -10.1[fluorescence artefact?], -2.5, -0.2
> CC1(C)C2CCC1(CS(=O)(=O)Nc1ccccc1)C(=O)C2 (centres undefined)
    0.3, 6.2, 24.6, 0.1, -4.7, 1.3, -1.4, -0.8, -2.3
> COCCn1cnnc1SCC(=O)Nc1ccccc1C(=O)Nc1ccc2c(c1)OCO2
    0.5, 4.3, 3.5, -3.1, -1.2, 3.1, 2.0, 1.3, -1.0
> CCOC(=O)c1cnc(SC)nc1Oc1cccc(NS(=O)(=O)c2ccc(F)cc2)c1
    4.4, 12.6, 1.3, -23.7, -1.4, 3.1, -4.2, -1.1, 4.8
> COc1cc(/C=C(\C#N)C(=O)NCCc2ccccc2)cc(OC)c1O
    0.1, 18.5, -9.6, ·, 4.0, 4.6, 8.3, -48.8, -72.6
> CNc1nc(N)c(C(=O)C23CC4CC(CC(C4)C2)C3)s1
    0.7, 5.8, 21.8, -8.6, -6.0, -5.5, -7.8, -0.5, -5.3

Brought forward from above: 4 compounds, then new ones.
Screens in order: Wee1 stabilizer, FXIIa inh, Hck Nef HTS, hK5 inh, thrombin 1536, FXIa inh 1536, 14-3-3 Bad PPI, Runt-CBFb FRET, Runt-SMMHC FRET
> COCCn1cnnc1SCC(=O)Nc1ccccc1C(=O)Nc1ccc2c(c1)OCO2
    0.5, 4.3, 3.5, -3.1, -1.2, 3.1, 2.0, 1.3, -1.0
> CCOC(=O)c1cnc(SC)nc1Oc1cccc(NS(=O)(=O)c2ccc(F)cc2)c1
    4.4, 12.6, 1.3, -23.7, -1.4, 3.1, -4.2, -1.1, 4.8
> COc1cc(/C=C(\C#N)C(=O)NCCc2ccccc2)cc(OC)c1O
    0.1, 18.5, -9.6, ·, 4.0, 4.6, 8.3, -48.8, -72.6
> CNc1nc(N)c(C(=O)C23CC4CC(CC(C4)C2)C3)s1
    0.7, 5.8, 21.8, -8.6, -6.0, -5.5, -7.8, -0.5, -5.3
> CCC(=NC(C)c1ccccc1)c1c(O)n(C)c(=O)n(C)c1=O (centres undefined)
    -2.5, 3.0, 1.1, -13.9, -8.0, -1.6, -7.6[fluorescence artefact?], -0.8, 0.9
> CCCCC(=O)OCC(=O)c1cc(C)n(-c2c(C)n(C)n(-c3ccccc3)c2=O)c1C
    1.3, 4.5, 20.0, -3.1, -15.7, -7.6, -9.2, -0.8, -3.2
> O=c1nc2n(c3ccc(Br)cc13)CCS2
    -0.6, 14.0, 9.2, -7.2, 0.6, 4.0, 12.8, -1.9, -2.0
> O=C(Cc1ccccc1)Nc1ccc(C(=O)O)cc1
    -1.2, 16.5, 8.7, -5.5, -0.3, 4.9, -1.6, 0.8, -2.6
> CCOC(=O)N1CCN(C(=O)c2ccc(N(Cc3ccc(C)cc3)S(C)(=O)=O)cc2)CC1
    3.7, 13.8, -17.6, 0.5, 5.0, 3.7, 1.0, -2.2, 0.1
> CN(C)CCCNc1cc(C(C)(C)C)nc2c(-c3ccc(Cl)cc3)cnn12
    2.2, -6.2, -9.5, -6.5, -9.3, -13.5, 78.9*, -0.4, -2.7
> COc1ccc(C2=CC(=O)OC(C)(c3ccccc3)O2)cc1 (centres undefined)
    -0.4, 12.0, 2.3, -15.9, -10.0, 0.5, -12.5, -0.9, 4.1
> Cc1cc(O)ccc1N/C=C/c1onc(C)c1[N+](=O)[O-]
    3.6, -3.2, 24.1, -3.4, -2.8, 2.1, -7.4, -5.6, -3.9
> CN(C)c1cccc(C(=O)Nc2ccc3nc4n(c(=O)c3c2)CCCCC4)c1
    0.8, 5.1, -0.3, -5.9, -9.8, -2.7, 7.7, 3.6, -0.5
> CCOC(=O)CN1C(=O)NC(C)(c2ccc(OC(F)F)cc2)C1=O (centres undefined)
    -0.8, 17.1, 4.3, -4.9, 4.1, 2.4, 6.8, -4.1, 2.2
> Nc1nnnn1/N=C/c1cccc(Oc2ccccc2)c1
    -1.0, 5.3, 6.9, -7.6, -3.3, -1.2, -2.9, 2.7, 1.4
> COC(=O)c1ccc(OS(=O)(=O)N(C)C)cc1
    -3.1, 0.8, -16.0, -4.9, -9.1, -5.8, -2.2, 1.2, -2.6
> O=S(=O)(NCc1ccccc1Br)c1cccs1
    1.4, 14.5, 10.9, -28.7, -5.6, 9.7, 10.8, -0.4, -2.3
> Cc1ccc(OS(=O)(=O)c2ccc(-c3csc(C)n3)s2)c(C)c1
    -3.2, 4.3, 10.1, -1.3, -2.0, -3.0, 2.9, 0.4, -1.7
> C=CCN1C(=O)NC(c2ccccc2)(C(F)(F)F)S/C1=C(\C#N)c1nnc(N2CCOCC2)n1-c1ccccc1 (centres undefined)
    1.0, 15.7, 5.8, -7.1, 0.5, 8.1, -1.6, -4.5, -17.1
> COCCNCc1ccc(C(C)C)cc1
    0.5, 13.1, 29.5, 2.2, 2.7, 6.3, -8.8, 4.7, -6.2
> COc1ccc(CC(=O)O/N=C(\N)Cc2cccc3ccccc23)cc1OC
    -2.3, 12.3, 2.8, -6.6, -3.0, 9.8, 9.3, -1.5, -2.1
> Cc1ccc(N(Cc2cc3ccccc3[nH]c2=O)S(=O)(=O)c2ccccc2)cc1
    -2.5, 3.3, -0.5, 7.2, -7.6, 3.9, 10.4, -0.8, 0.6
> CCN(C(=O)C1CCN(S(=O)(=O)c2cccc3nonc23)CC1)c1ccccc1
    -1.3, 10.6, 2.1, -33.3, -6.7, -0.1, 1.6, -0.4, 2.2
> CSc1nc(N2CCOCC2)c2c3c(sc2n1)CCCC3
    -1.2, 8.4, 9.5, -11.4, -8.2, 1.7, 24.9, -1.4, -2.6
> CC(=O)c1cccc(Nc2cc(C)nc3c(C)cc(C)cc23)c1
    -1.4, 9.7, 3.8, -17.6, -0.3, 3.2, -10.6[fluorescence artefact?], -1.7, 0.0
> O=C(NC(N1CCOCC1)C(Cl)(Cl)Cl)c1ccc(Br)cc1 (centres undefined)
    1.4, 6.6, 16.8, -5.8, -11.5, -0.7, -18.1, -0.4, -0.4
> Cc1ccc(NC(=O)CCn2cnc3ccccc3c2=O)c(C)c1
    2.3, 13.6, 18.6, 5.7, 0.8, -0.5, -8.6, 0.7, -3.4
> Cc1cc(Cl)ccc1OC(C)C(=O)N1CCCN(C(=O)C(C)Oc2ccc(Cl)cc2C)CC1 (centres undefined)
    4.0, 14.8, -26.5, -7.5, -5.4, 20.4, -7.2, -5.7, -3.1
> c1ccc2c(N3CCCC3)nc(-c3ccncc3)nc2c1
    -1.1, 8.1, 1.7, 18.0, 1.9, 2.8, 5.1, -0.2, 2.7
> COc1ccc(/C=C2\SC(=O)N(CC(=O)NN3CCN(C)CC3)C2=O)cc1OC
    0.9, 12.9, 32.1, 6.0, 1.8, 2.9, 1.0, 0.1, 0.6
> COC(=O)/C=C/c1ccsc1NC(C)=O
    -1.1, 2.4, 4.7, -10.7, -7.1, 1.3, 0.2[fluorescence artefact?], -1.4, 2.1
> CCC(C)NC(=O)CO/N=C/c1ccc(C(=O)OC)cc1 (centres undefined)
    -0.4, -7.7, 0.8, -8.0, -7.5, -16.2, -15.4, 1.9, -1.5
> COCCn1c(C)cc(C(=O)CSc2nc3nc(C)cc(C)n3n2)c1C
    3.1, 2.6, 1.9, -2.4, -7.8, 1.9, -12.7, 46.9, 2.7
> CN(C)c1ccc(-c2nc3ccccn3c2/N=C/c2ccc(Br)cc2)cc1
    0.7, 16.7, 2.6, -14.9, -2.7, 6.1, -27.7, -9.1, -22.6
> CC1CCC(NC(=O)Cn2ncc3ccccc32)CC1 (centres undefined)
    0.0, 13.9, 13.4, 0.0, -4.1, 0.8, 1.2[fluorescence artefact?], 1.0, 1.5
> O=C(/C=C/c1ccc2ccccc2n1)c1cc(Cl)ccc1O
    1.3, 5.5, 23.8, 3.6, -4.1, -1.6, 2.9, -1.1, -4.2
> OCCNC(=S)Nc1ccc(Cl)c(Cl)c1
    -1.8, 13.6, 2.1, -10.8, -2.4, 4.9, -26.2, -1.0, 2.4
> c1ccc2sc(-c3ccncc3)nc2c1
    -0.8, 8.6, 9.9, 2.5, -3.5, 4.8, 4.3, -1.3, 1.3
> CCCCCCCNC(=O)c1ccc(N2CCC3(CC2)OCCO3)c([N+](=O)[O-])c1
    1.5, 11.5, 1.8, -20.9, -3.1, 1.8, -13.4[fluorescence artefact?], -8.1, -6.4
> O=c1cc(N2CCOCC2)[nH]c(=O)n1Cc1ccc(F)cc1
    -0.6, 11.1, -0.4, -7.6, -5.6, 2.8, 9.0, 1.3, -3.2
> Cc1cccc(CN2CCN(Cc3ccc(-n4cccn4)cc3)CC2CCO)n1 (centres undefined)
    1.7, 8.0, -24.6, -4.9, -4.0, 0.7, -8.5, 0.3, 2.7
> CSc1c(CC(=O)Nc2ccccc2C(F)(F)F)n(Cc2ccccc2)c2ccccc12
    -1.3, -1.0, 0.6, -7.1, -10.1, -12.8, -4.9, -1.6, 4.8
> CCC(=O)c1c[nH]c(C(=O)N2CCN(c3ccccc3)CC2)c1
    2.7, -5.3, -22.9, -33.7, 0.9, -5.6, -0.1, -0.3, 2.6
> CCOC(=O)Nc1ccc(OC)c([N+](=O)[O-])c1
    5.8, 9.6, 17.7, 13.9, -1.6, 1.2, -3.9, 0.7, 0.9
> CC(C)(C)NC(=O)CN1CCC(NC(=O)C23CC4CC(CC(C4)C2)C3)CC1
    0.6, 8.8, -31.1, -0.2, 1.3, 10.8, 3.0, ·, -3.3
> CCCOc1cccc(-c2nnc(N)s2)c1
    6.2, 16.4, 2.4, -3.9, -0.3, 9.1, 9.6, -0.7, -5.3
> CCOC(=O)c1c(NC(=O)CSc2nnc(N)s2)sc(C)c1-c1ccc(C)cc1
    -0.7, 2.5, 1.6, 0.0, -7.4, -1.6, -5.7[fluorescence artefact?], -3.3, -2.2
> O=C(Nc1cccnc1)c1ccc(CN2CCc3ccccc3C2)cc1
    0.9, 9.3, 1.1, -4.4, 0.1, 0.5, 61.6[fluorescence artefact?], -3.1, -3.3
> CCNC(=S)NNC(=O)Cn1nc(C)cc1C
    -3.5, 12.5, -0.4, 5.7, 2.2, 3.5, -5.5, -0.7, 2.9

Screens (PubChem)
